Source: PubChem
RECQ1 helicase: qHTS Assay for Inhibitors of RecQ-Like Dna Helicase 1 (RECQ1). ATP-dependent DNA helicase Q1 (Homo sapiens), P46063. RECQ1 DNA unwinding, red fluorescence kinetic read. Potency, µM (top dose mostly 57.3 µM), without a hit: top-dose activity, negative = inhibition, actives largely listed as inhibitors. 0.54% of 240,000 active;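 further: plate controls were vehicle for no effect and no enzyme for full effect; nearly all actives have a fitted effect of over 30% in size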
Target sequence (P46063 whole entry, looked up): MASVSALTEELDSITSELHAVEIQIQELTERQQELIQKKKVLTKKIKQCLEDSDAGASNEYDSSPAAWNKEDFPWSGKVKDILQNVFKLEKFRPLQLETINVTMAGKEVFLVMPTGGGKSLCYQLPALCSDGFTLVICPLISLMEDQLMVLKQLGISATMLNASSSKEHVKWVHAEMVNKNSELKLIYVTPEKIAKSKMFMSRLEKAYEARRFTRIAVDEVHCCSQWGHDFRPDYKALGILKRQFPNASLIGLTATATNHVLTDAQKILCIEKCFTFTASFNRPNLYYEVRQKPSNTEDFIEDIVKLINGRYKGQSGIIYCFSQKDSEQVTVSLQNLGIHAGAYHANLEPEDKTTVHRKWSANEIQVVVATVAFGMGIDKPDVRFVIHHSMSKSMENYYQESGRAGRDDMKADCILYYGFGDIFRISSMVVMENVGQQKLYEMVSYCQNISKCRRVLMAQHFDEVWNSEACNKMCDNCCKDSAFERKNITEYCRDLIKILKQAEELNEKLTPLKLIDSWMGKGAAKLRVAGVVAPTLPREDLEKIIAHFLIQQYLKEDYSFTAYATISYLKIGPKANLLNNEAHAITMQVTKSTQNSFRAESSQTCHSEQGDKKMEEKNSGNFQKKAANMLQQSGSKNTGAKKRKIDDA
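50 nM RECQ1T1 preincubated 15 min with compound in Tris pH 8.0 buffer with MgCl2, DTT, Tween-20 and 2.5 ug/ml poly(dI-dC); started with 200 nM TAMRA/BHQ-2 forked duplex and 2 mM ATP. Unwinding read as fluorescence (525/598 nm), two reads 2 h apart.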
SMN2 splice enh: qHTS Assay for Enhancers of SMN2 Splice Variant Expression. HEK293 SMN2-luciferase splicing reporter, luminescence, 30-36 h. Potency, µM (series often up to 46.1 µM), inactives show at the highest dose activity change, positive = activation, most hits filed as activators. 2.8% of 210,000 active. AID 1458, 2008; further: % of control where 0% means no effect; nearly all actives have a fitted effect of over 55% in size
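HEK293 cells carry an SMN2 […]–luciferase reporter in which exon 7 inclusion puts luciferase in frame. Cells were plated 10-12 h before compound addition, then incubated 30-36 h at 37C. ONE-Glo luminescence was read; sodium butyrate at 4.5 mM final served as control.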
Epigenetic reg: Quantitative High-Throughput Screen for Regulators of Epigenetic Control. Potency, µM (top dose mostly 53.9 µM), for the others: top-dose GFP activation, hits mostly activators. murine LDR cells, GFP reporter derepression, 30 h. 0.2% of 280,000 active; further: % of control where 0% means no effect; nearly all actives have a fitted effect of over 60% in size
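Murine LDR cells bearing a silenced CMV-driven GFP reporter were exposed to compound for 30 h at 37 C. After PBS washes, GFP-positive cells (20-120 um objects) counted by laser-scanning microplate cytometry.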
KDM4E inh: qHTS Assay for Inhibitors of Human Jumonji Domain Containing 2E (JMJD2E); Lysine-specific demethylase 4E (Homo sapiens), B2RXH2; JMJD2E catalytic domain, FDH-coupled NADH fluorescence (FDH is formaldehyde dehydrogenase); Potency, µM (top dose mostly 57.1 µM), for inactives: at the highest dose activity change, negative = inhibition, hits mostly inhibitors; 1.6% of 230,000 active; active means well fitted inhibition curve with a large enough effect, not every such curve was filed as active; inconclusive means small, poorly fitted or top-dose-only effect, or another doubt; inactive means no such curve, though single readings can be large or run the other way;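 further: 0% = wells with enzyme and -100% = buffer wells without enzyme; nearly all actives have a fitted effect of over 50% in size; many of its hits are not listed in these tables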
IMPase Li cell: qHTS Assay for Identifying the Cell-Membrane Permeable IMPase Inhibitors: Potentiation with Lithium; CHO-M1 cells, IP1 TR-FRET (IP-One), carbachol + lithium; 0.35% of 210,000 active; AID 1457, 2008; Potency, µM (doses to about 59.4 µM), for the others: at the highest dose activity, negative = IMPase inhibition, hits mostly inhibitors;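 further: IP1 builds up when IMPase is blocked and the TR-FRET signal falls; plate controls were basal vehicle for no effect and high inhibitor control for full effect; nearly all actives have a fitted effect of over 50% in size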
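Concentration–response in CHO-M1 cells, lithium-potentiated; 30 min at 37C. IP1 detected by competitive TR-FRET after 10 min lysis at RT. Hill-fitted AC50.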
NPSR antagonist: qHTS Assay for Antagonists of the Neuropeptide S Receptor: cAMP Signal Transduction; Potency, µM (doses to about 38.3 µM), for inactives: at the top dose activity change, negative = inhibition, actives largely listed as inhibitors; Q6W5P4; CHO-NPSR cells, cAMP TR-FRET, antagonist mode; 1% of 220,000 active; further: on the % scale 0 is the no-effect control and ±100 the full control effect; nearly all actives have a fitted effect of over 50% in size; many of its hits are not listed in these tables
Luc counter: Counterscreen for Luciferase (Kinase-Glo TM) Inhibition. Luciferin 4-monooxygenase (Photuris pensylvanica), Q27757. Kinase-Glo luciferase, ATP luminescence, 8 min. Potency, µM (top dose mostly 38.3 µM), for inactives: at the top dose activity change, negative = inhibition, actives largely listed as inhibitors. 0.28% of 200,000 active; further: on the % scale 0 is the no-effect control and ±100 the full control effect; nearly all actives have a fitted effect of over 60% in size
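Substrate mix (final 50 mM imidazole pH 7.2, 50 mM KCl, 7 mM MgCl2, 10 uM ATP, 0.01% Tween 20, 0.05% BSA) plus pin-tool compound, then Kinase-Glo detection mix; 8 min ambient, luminescence read.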
RGS12 GoLoco inh: qHTS Assay for Inhibitors of RGS12 GoLoco Motif Activity (Red Fluorophore); Guanine nucleotide-binding protein G(i) subunit alpha-1 (Homo sapiens), P63096; Gai1:RGS12 GoLoco peptide FP, rhodamine, 10 min; Potency, µM (series often up to 61.6 µM), for the others: at the top dose activity, negative = inhibition, usual class: inhibitors; 0.44% of 230,000 active; AID 880, 2007; active means well fitted inhibition curve with a large enough effect, not every such curve was filed as active; inactive means no such curve, though single readings can be large or run the other way; further: on the % scale 0 is the no-effect control and ±100 the full control effect; nearly all actives have a fitted effect of over 30% in size; many of its hits are not listed in these tables
Target sequence (P63096 whole entry, looked up): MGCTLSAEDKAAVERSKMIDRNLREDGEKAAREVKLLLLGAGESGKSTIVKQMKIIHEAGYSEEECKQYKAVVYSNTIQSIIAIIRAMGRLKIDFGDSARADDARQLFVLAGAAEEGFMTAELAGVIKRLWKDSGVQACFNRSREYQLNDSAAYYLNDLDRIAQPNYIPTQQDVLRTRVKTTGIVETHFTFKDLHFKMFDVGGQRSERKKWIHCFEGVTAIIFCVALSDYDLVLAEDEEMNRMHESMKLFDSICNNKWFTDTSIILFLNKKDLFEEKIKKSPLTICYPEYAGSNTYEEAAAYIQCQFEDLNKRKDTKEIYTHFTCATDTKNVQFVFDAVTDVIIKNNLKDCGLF
* marks the source's active call; other numbers are inactive results; [ ] = dose if it differs, or a comment. Unless noted, the call rests on the fitted dose curve; in most records, active means well fitted curve in the direction sought with a large enough effect; inconclusive means small, poorly fitted or top-dose-only effect, or another doubt; inactive means no such curve, though single readings can be large; an effect the other way counts as inactive or inconclusive. Potency means the concentration at half of the fitted maximal effect.

Screening CCc1nnc(NC(=O)c2oc3cc(C)c(C)cc3c2C)s1 returned RECQ1 helicase -5%, SMN2 splice enh inconclusive, Epigenetic reg 7.9%, KDM4E inh 2%, IMPase Li cell -5%, NPSR antagonist 2%, Luc counter 10% and RGS12 GoLoco inh 2%.
Screening CCc1c(C)sc(NC(=O)c2cc(C(C)C)on2)c1C#N returned RECQ1 helicase -3%, SMN2 splice enh 3%, Epigenetic reg 0.1%, KDM4E inh -7%, IMPase Li cell 0%, NPSR antagonist -37%, Luc counter 2% and RGS12 GoLoco inh 5%.
O=C(CN1CCCC1)Nc1cc(C(F)(F)F)ccc1Cl was read as RECQ1 helicase -1%, SMN2 splice enh -9%, Epigenetic reg -0.3%, KDM4E inh -2%, IMPase Li cell 1%, NPSR antagonist 13%, Luc counter -1% and RGS12 GoLoco inh -1%.
For COC(=O)N/N=C(\CCC(=O)O)c1cccs1 the results were RECQ1 helicase -13%, Epigenetic reg 1.9%, KDM4E inh 6%, NPSR antagonist 7% and RGS12 GoLoco inh 3%.
For Cc1cccc(N2C(=O)CC(N3CCN(C(=O)c4ccccc4)CC3)C2=O)c1 (stereo not given) the results were RECQ1 helicase inactive, SMN2 splice enh -5%, Epigenetic reg -3.9%, KDM4E inh 10%, IMPase Li cell 13%[38.3 µM], NPSR antagonist -9%[46.1 µM], Luc counter 0% and RGS12 GoLoco inh 8%.
Screening Cn1ccnc1Sc1nc2ccccc2nc1NS(=O)(=O)c1ccccc1 returned RECQ1 helicase -3%, SMN2 splice enh -1%, Epigenetic reg 6.6%, KDM4E inh inconclusive, IMPase Li cell inconclusive, NPSR antagonist -13%[46.1 µM], Luc counter 2% and RGS12 GoLoco inh 3%.
`O=C(NCc1ccco1)c1nc(-c2ccc(F)cc2)no1` gave RECQ1 helicase 0%, SMN2 splice enh 18%, Epigenetic reg -0.4%, KDM4E inh -3%, IMPase Li cell 6%, NPSR antagonist -1%, Luc counter -1% and RGS12 GoLoco inh 10%.
For CCOC(=O)Cn1c(=O)n(Cc2ccco2)c(=O)c2ccc(C(=O)NC3CCCC3)cc21 the results were RECQ1 helicase -3%, SMN2 splice enh -10%, Epigenetic reg -0.2%, KDM4E inh 5%, IMPase Li cell 0%[38.3 µM], NPSR antagonist -14%[46.1 µM], Luc counter -1% and RGS12 GoLoco inh 2%.
Screening O=C(NC(=S)Nc1cccc2cnccc12)c1ccccc1 returned RECQ1 helicase 6%, SMN2 splice enh -23%, Epigenetic reg -1.8%, KDM4E inh 7%, IMPase Li cell -3%, NPSR antagonist -25%, Luc counter 1% and RGS12 GoLoco inh 4%.
Screening Cc1ccc(C(O)(C(=O)NNc2ccccn2)c2ccc(C)cc2)cc1 returned RECQ1 helicase inactive, Epigenetic reg -4.2%, KDM4E inh 6%, IMPase Li cell 7%, NPSR antagonist 1%, Luc counter 1% and RGS12 GoLoco inh 4%.
`Cc1ccc(-n2c(SCC(=O)N/N=C/c3ccccc3C(=O)O)nnc2-c2ccccc2)cc1` gave RECQ1 helicase 8%, Epigenetic reg -0.7%, KDM4E inh 5%, NPSR antagonist 7% and RGS12 GoLoco inh 11%.
COc1ccc(C2C(C(C)=O)=C(C)N=c3s/c(=C/c4ccc5c(c4)OCO5)c(=O)n32)cc1 (stereo not given) was read as RECQ1 helicase -28%, SMN2 splice enh -7%, Epigenetic reg -0.8%, KDM4E inh -8%, IMPase Li cell 9%[38.3 µM], NPSR antagonist -14%[46.1 µM], Luc counter -1% and RGS12 GoLoco inh 85%[activator].
For O=Cc1[nH]c2ccccc2c1N(C(=O)CCl)c1ccccc1 the results were RECQ1 helicase -1%, Epigenetic reg 6.1%, KDM4E inh -17%, NPSR antagonist inconclusive and RGS12 GoLoco inh 8%.
`COc1ccc(-c2oc3ccccc3c(=O)c2O)cc1` gave RECQ1 helicase 5%, Epigenetic reg 5.1%, KDM4E inh inconclusive, IMPase Li cell 1%, Luc counter -1% and RGS12 GoLoco inh 1%.
COc1ccc(OC)c(NC(=O)COC(=O)c2ccc(-n3cnnn3)cc2)c1 was read as RECQ1 helicase -9%, Epigenetic reg -7.0%, KDM4E inh -4% and NPSR antagonist -10%[46.1 µM].
Screening CC(NC(=O)c1ccc(N(C)C)cc1)c1ccc(F)cc1 (stereo not given) returned RECQ1 helicase -3%, SMN2 splice enh 6%, Epigenetic reg -1.5%, KDM4E inh 10%, IMPase Li cell 2%, NPSR antagonist -22%, Luc counter 0% and RGS12 GoLoco inh 2%.
For O=C(O)C1CC=CCC1C(=O)Nc1ccc(N2CCN(Cc3ccccc3)CC2)cc1 (stereo not given) the results were RECQ1 helicase 6%, SMN2 splice enh -3%, Epigenetic reg 1.3%, KDM4E inh -6%, IMPase Li cell 2%, NPSR antagonist -2%, Luc counter -1% and RGS12 GoLoco inh 22%.
`COc1ccccc1N1CCN(Cc2ccc(Br)o2)CC1` gave RECQ1 helicase 10%, SMN2 splice enh -9%, Epigenetic reg 0.9%, KDM4E inh 3%, IMPase Li cell 36%[activator][38.3 µM], NPSR antagonist -5%[46.1 µM], Luc counter -3% and RGS12 GoLoco inh -9%.
For CC(=O)NN1C(=O)c2ccc(Oc3ccc([N+](=O)[O-])cc3)cc2C1=O the results were RECQ1 helicase 18%, SMN2 splice enh -11%, Epigenetic reg 3.0%, KDM4E inh 8%, IMPase Li cell -2%[38.3 µM], NPSR antagonist -8%[46.1 µM], Luc counter -1% and RGS12 GoLoco inh 8%.
For NS(=O)(=O)c1ccc(NC(=O)c2cccc(Cl)c2)cc1 the results were RECQ1 helicase -1%, Epigenetic reg 1.1%, KDM4E inh 18%, NPSR antagonist -9% and RGS12 GoLoco inh 6%.
For O=C1c2ccccc2C(=O)N1CN(C(=O)COc1ccccc1)c1ccccc1 the results were RECQ1 helicase inconclusive, SMN2 splice enh 14%, Epigenetic reg -1.7%, KDM4E inh 0%, IMPase Li cell -3%[38.3 µM], NPSR antagonist -12%[46.1 µM], Luc counter 1% and RGS12 GoLoco inh 8%.
c1ccc(CNc2ncnc3c2ncn3C2CCCCO2)cc1 (stereo not given) was read as RECQ1 helicase 0%, SMN2 splice enh inconclusive, Epigenetic reg 0.3%, KDM4E inh -6%, IMPase Li cell -1%[38.3 µM], NPSR antagonist -1%[46.1 µM], Luc counter -6% and RGS12 GoLoco inh -3%.
`COc1ccc(OC)c(NC(=O)c2cn(C)c(=O)c3cc(OC)c(OC)cc23)c1` gave RECQ1 helicase 1%, SMN2 splice enh inconclusive, Epigenetic reg 0.0%, KDM4E inh -5%, IMPase Li cell 41%[activator][38.3 µM], NPSR antagonist -21%[46.1 µM], Luc counter -2% and RGS12 GoLoco inh 17%.
O=C(O)c1ccccc1-c1nc2cc(Cl)ccc2c(=O)n1O was read as RECQ1 helicase inactive, SMN2 splice enh 7%, Epigenetic reg -0.1%, KDM4E inh 0%, IMPase Li cell -10%, NPSR antagonist 1%, Luc counter 0% and RGS12 GoLoco inh 7%.
`O=C(CSc1nnc(-c2ccccc2O)o1)Oc1ccc(Br)cc1` gave RECQ1 helicase -5%, SMN2 splice enh -6%, Epigenetic reg 4.3%, KDM4E inh inconclusive, IMPase Li cell 11%[38.3 µM], NPSR antagonist -7%[46.1 µM], Luc counter 19% and RGS12 GoLoco inh 1%.
CCCCC(CC)COCC1CO1 (stereo not given) was read as RECQ1 helicase -15%, SMN2 splice enh 0%, IMPase Li cell 12% and RGS12 GoLoco inh -15%.
Screening CCC(CC)NC(=O)c1ccc2nc[nH]c2c1 returned RECQ1 helicase inactive, SMN2 splice enh 11%, Epigenetic reg 1.0%, KDM4E inh -1%, IMPase Li cell 1%[38.3 µM], NPSR antagonist -7%[46.1 µM], Luc counter 2% and RGS12 GoLoco inh 2%.
`O=C(C1CC1)N1CCC(c2nc(-c3ccc(S(=O)(=O)N4CCCC4)cc3)no2)CC1` gave RECQ1 helicase inactive, SMN2 splice enh -39%[inhibitor], Epigenetic reg -3.0%, KDM4E inh 2%, IMPase Li cell 5%[38.3 µM], NPSR antagonist -17%[46.1 µM], Luc counter -1% and RGS12 GoLoco inh 5%.
For O=[N+]([O-])c1ccc(O)c2ncccc12 the results were RECQ1 helicase -5%, SMN2 splice enh -82%[inhibitor], Epigenetic reg 6.3µM*, KDM4E inh inconclusive, IMPase Li cell 4%, NPSR antagonist -31%, Luc counter -3% and RGS12 GoLoco inh 1%.
For COc1cc(SC)ccc1C(=O)N1CC(C)OC(C)C1 (stereo not given) the results were RECQ1 helicase -5%, Epigenetic reg 6.4%, KDM4E inh -2%, IMPase Li cell -1%, NPSR antagonist -20%, Luc counter -3% and RGS12 GoLoco inh 4%.
Cc1noc(C)c1COc1ccc(C(=O)OCC(=O)NCCN2C(=O)CSC2=O)cc1 was read as RECQ1 helicase inactive, SMN2 splice enh 10%, Epigenetic reg 1.1%, KDM4E inh 6%, IMPase Li cell 2%, NPSR antagonist -9%, Luc counter 1% and RGS12 GoLoco inh -2%.
For COC(=O)c1ccc(N2OC3(C)C=CC2CC3)cc1 (stereo not given) the results were RECQ1 helicase -19%, SMN2 splice enh inconclusive, Epigenetic reg 0.4%, KDM4E inh -3%, IMPase Li cell -2%, NPSR antagonist 8%, Luc counter -3% and RGS12 GoLoco inh -6%.
Screening C=CCn1cc(C(=O)N2CCN(C)CC2)c(=O)c2cc(S(=O)(=O)N3CCCC3)ccc21 returned RECQ1 helicase -11%, SMN2 splice enh 16%, Epigenetic reg -1.5%, KDM4E inh -11%, IMPase Li cell -8%[38.3 µM], NPSR antagonist -3%[46.1 µM], Luc counter -4% and RGS12 GoLoco inh -5%.
`COc1ccc(-c2nc(Cc3ccc(Cl)cc3)no2)cc1OC` gave RECQ1 helicase inactive, SMN2 splice enh -14%, Epigenetic reg -0.8%, KDM4E inh inconclusive, IMPase Li cell 19%[38.3 µM], NPSR antagonist -9%[46.1 µM], Luc counter 0% and RGS12 GoLoco inh -2%.

Not all compounds are listed; the hit share may differ from the screen's.
